ABHD4 inh: ABHD4 inhibitors, primary screen, biochemical, fluorescence polarization, mouse; (Lyso)-N-acylphosphatidylethanolamine lipase (Mus musculus), Q8VD66; purified mABHD4, FP-Rh probe fluorescence polarization; inhibition, % at 8.92 µM; hit rate 0.54% among 370,000; AID 720543, 2013;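 active = inhibition exceeding the mean over every tested compound plus 3 SD, cut at about 30% in these data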;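 note: 0% = plate median of compound wells and 100% = S159A mutant with DMSO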
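Assay system: Wild-type mouse ABHD4 protein | Medium: HEPES pH 7.0 buffer, 150 mM NaCl, 0.01% Pluronic F-127 | Incubation: Enzyme–compound pre-incubation 45 min, then probe 60 min, both 25 °C | Technique: Fluorescence polarization with parallel and perpendicular emission, 525/598 nm | Evaluation: % inhibition of FP-Rh probe binding versus controls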
ASAP1 GAP inh: inhibitors of human ASAP1 ArfGAP activity, primary screen, biochemical, fluorescence polarization. hit rate 0.19% among 360,000. ASAP1-stimulated ARF1 GTP hydrolysis, GDP FP detection. AID 624377, 2012. inhibition, % at 16.5 µM; in the data active = inhibition above about 25%;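 note: 0% = vehicle with enzyme and substrate and 100% = no enzyme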
Target sequence (Q9ULH1 325-724 limits assumed): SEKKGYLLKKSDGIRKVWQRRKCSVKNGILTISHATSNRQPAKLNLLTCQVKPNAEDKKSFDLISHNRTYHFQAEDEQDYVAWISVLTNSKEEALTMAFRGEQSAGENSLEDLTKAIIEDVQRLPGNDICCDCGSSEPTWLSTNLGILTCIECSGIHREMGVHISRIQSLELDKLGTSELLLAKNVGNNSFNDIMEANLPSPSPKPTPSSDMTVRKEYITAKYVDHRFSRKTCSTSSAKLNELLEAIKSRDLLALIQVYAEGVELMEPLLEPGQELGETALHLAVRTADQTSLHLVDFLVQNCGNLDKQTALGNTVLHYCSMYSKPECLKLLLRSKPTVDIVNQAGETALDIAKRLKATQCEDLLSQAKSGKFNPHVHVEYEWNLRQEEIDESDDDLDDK
rCAG binder: binders of r(CAG) RNA repeats, primary screen, biochemical, fluorescence | r(CAG) RNA repeat, TO-PRO-1 dye displacement fluorescence | inhibition, % at 3 µM | hit rate 1.3% among 370,000 | AID 651821, 2012;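 active = inhibition above the plate cutoff, the mean of all test compounds on that plate plus 3 SD, cut at about 35% in these data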;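 note: 0% = DMSO alone and 100% = 100 µM mitoxantrone as full dye displacement; higher means more dye released from RNA so lower well fluorescence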
HTRA1 inh: HTRA1 serine protease inhibitors, primary screen, biochemical, fluorescence polarization, HTS; hit rate 0.5% among 340,000; inhibition, % at 5.96 µM; AID 504803, 2011; Q92743; recombinant HTRA1, FP-rhodamine activity-based probe; in the data active = inhibition above about 36%;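 note: 0% = enzyme with DMSO and 100% = wells lacking enzyme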
Target sequence (Q92743 whole entry, looked up): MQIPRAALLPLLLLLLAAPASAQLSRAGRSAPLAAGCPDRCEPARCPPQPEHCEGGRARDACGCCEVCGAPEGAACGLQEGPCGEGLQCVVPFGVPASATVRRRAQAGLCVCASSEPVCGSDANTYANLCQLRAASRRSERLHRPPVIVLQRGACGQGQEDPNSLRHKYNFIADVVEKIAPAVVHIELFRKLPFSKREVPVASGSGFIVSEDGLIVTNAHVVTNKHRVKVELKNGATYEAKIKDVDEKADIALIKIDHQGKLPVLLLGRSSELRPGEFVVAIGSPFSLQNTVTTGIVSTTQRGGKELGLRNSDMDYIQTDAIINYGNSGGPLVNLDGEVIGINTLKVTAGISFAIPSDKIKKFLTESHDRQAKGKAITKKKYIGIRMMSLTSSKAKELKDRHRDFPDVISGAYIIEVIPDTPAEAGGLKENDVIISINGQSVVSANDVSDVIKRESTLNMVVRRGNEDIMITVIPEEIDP
NPR1 activator: GC-A stimulated cGMP production enhancers – HEK293 GC-A cells, cGMP TR-FRET, EC30 ANP, primary screen | activation, % at 10 µM | hit rate 0.14% among 370,000 | Atrial natriuretic peptide receptor 1 (Homo sapiens), P16066 | 0% at EC30 ANP, 100% saturating ANP | AID 1671463, 2021; in the data active = activation above about 40%
GC-B act: human GC-B receptor activators, primary screen, HEK293 GC-B cells, cGMP TR-FRET, EC30 CNP. 0% at EC30 CNP, 100% saturating CNP. activation, % at 10 µM. AID 1920062, 2024. hit rate 0.11% among 370,000. Atrial natriuretic peptide receptor 2 (Homo sapiens), P20594;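 active = activation at 10 µM reaching about 35% in either raw or pattern-adjusted values, limit read from the data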
SMARCA2 act: SMARCA2 (BRM) function activators, primary screen, cell-based, luminescence, high throughput; hit rate 1% among 370,000; AID 652017, 2013; activation, % at 9.1 µM; MG213 cells, MMTV-luciferase reporter, dexamethasone, overnight; in the data active = activation above about 7.8%;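 note: 0% = vehicle wells and 100% = reference activator wells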
ARFGAP1 inh: inhibitors of rat ARFGAP1 GAP activity, primary screen, biochemical, fluorescence polarization, GDP tracer; AID 651572, 2012; ADP-ribosylation factor GTPase-activating protein 1 (Rattus norvegicus), Q62848; hit rate 0.26% among 360,000; inhibition, % at 16.5 µM; Arfgap1-stimulated ARF1 GTP hydrolysis, GDP FP detection;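 active = inhibition above a per-plate limit, mean inhibition of low control wells plus 3 SD, cut at about 25% in these data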;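 note: 0% = DMSO wells with enzyme and 100% = wells lacking Arfgap1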
Target sequence (Q62848 1-136 limits assumed): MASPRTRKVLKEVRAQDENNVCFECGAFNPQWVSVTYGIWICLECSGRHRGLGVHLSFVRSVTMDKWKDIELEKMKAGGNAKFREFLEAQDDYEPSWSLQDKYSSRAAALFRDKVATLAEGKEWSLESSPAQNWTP
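Repeats: one replicate per compound; assay system: rat Arfgap1 catalytic domain, aa 1-136; times: enzyme reaction 120 min at 25 °C after 20 min preincubation; detection: FP of antibody-bound GDP Alexa 633 tracer, ex 620/em 688 nm; benchmarks: high control wells lacking Arfgap1, low control full reaction with DMSO; reagent: human ARF1(Δ1-17)-GTP substrate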
PG9 Ab binder: binders of HIV-1 gp120 antibody PG9, primary screen, biochemical, TR-FRET | HIV-1 gp120 / PG9 antibody interaction | TR-FRET gp120-PG9 antibody binding | inhibition, % at 6.7 µM | hit rate 0.43% among 360,000; in the data active = inhibition above about 8.5%
Rev-erbA mod: modulators of Rev-erb alpha DNA binding, primary screen, biochemical, FITC-DNA, fluorescence polarization, uHTS | Nuclear receptor subfamily 1 group D member 1 (Homo sapiens), P20393 | Rev-erbα–FITC-DNA binding, 90 min | activity, % at 10 µM | hit rate 0.79% among 370,000;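 active = activity above about 14%, limit read from the data; passing the limit was not always enough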;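 note: 0% = DMSO wells with 35 nM protein and 100% = DMSO wells with 750 nM protein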
* marks the source's active call; other numbers are inactive results; x = not tested or not shown.

entry	SMILES	HTRA1 inh	ASAP1 GAP inh	ABHD4 inh	rCAG binder	PG9 Ab binder	NPR1 activator	GC-B act	Rev-erbA mod	ARFGAP1 inh	SMARCA2 act
1	CCN(C(=O)CN1C(=O)/C(=C/c2ccccc2)SC1=S)C1CCS(=O)(=O)C1 (configuration not stated)	0	1	-2	1	-2.5	-3	1	0	8	3
2	Cc1ccc(S(N)(=O)=O)cc1NC(=O)C1CC2CCC1C2 (configuration not stated)	5	-9	4	2	-3.3	6	1	-9	4	1
3	Cn1c(CNC(=O)c2ccccc2F)nnc1SCc1ccc(F)cc1	-2	4	-3	-3	2.0	3	1	-3	5	-1
4	O=C(Oc1ccc(=O)n(-c2ccccc2)n1)c1ccc(F)cc1	-6	2	2	-8	0.7	2	3	8	11	6
5	CC(C)C(NC(=O)c1ccccc1)C(=O)NC1CCCc2ccccc21 (configuration not stated)	-9	5	-1	-2	-1.6	-4	0	-2	8	6
6	O=C(COC(=O)c1cc(S(=O)(=O)N2CCOCC2)ccc1Cl)NC1CC1	5	2	-4	3	-1.4	1	6	7	12	0
7	CCCCN(CC)CCCNC(=O)c1cc2c(=O)n(CC)c3ccccc3c2s1	-9	9	4	13	0.7	-4	-8	-2	13	14*
8	CC(C)(C)NC(=O)C(c1ccccn1)N(C(=O)c1ccc2c(c1)OCCO2)C1CCCC1 (configuration not stated)	5	3	7	-11	0.3	-5	0	2	-3	-2
9	CN(CCc1ccccc1)c1ccc([N+](=O)[O-])cn1	-3	-4	-4	0	-0.2	-1	-7	9	-1	1
10	CN(C)C(CNC(=O)c1ccccc1C(F)(F)F)c1ccco1 (configuration not stated)	2	16	3	2	-2.4	4	-14	-2	13	-2
11	CCC(C)c1ccc(NC(=O)Nc2cccnc2)cc1 (configuration not stated)	-15	1	-12	1	-0.3	1	2	0	8	0
12	CC(C)(C)OC(=O)N1CCC2CCN(S(=O)(=O)c3ccccc3)CC21 (configuration not stated)	x	4	0	-1	-0.3	-1	2	-1	-2	-2
13	Cc1ccc(CS(=O)(=O)c2ccc(C(=O)N3CCCCC3)cc2[N+](=O)[O-])cc1	3	4	-5	-1	0.7	0	3	-7	9	-2
14	Cc1cc(OCC(=O)NCc2cccnc2)c2c(C)cc(=O)oc2c1	-2	-10	-1	-4	-0.2	-7	-7	-3	3	-2
15	O=S(=O)(Nc1ccc2c(c1)OCO2)c1ccc(F)c(F)c1	1	-3	6	1	-0.7	-5	-2	-5	-8	2
16	O=C(Nc1cccc(Cl)c1)Nc1ccccc1NS(=O)(=O)c1cccs1	-21	-3	-32	48*	-0.1	3	0	5	7	-2
17	CN1C(=O)CC(N2CCN(c3ccccn3)CC2)C1=O (configuration not stated)	4	-2	-3	0	0.0	5	5	4	6	3
18	Cc1ccccc1-c1cc2nc(C)c(C)c(=O)n2[nH]1	1	-5	2	-3	-1.6	4	-4	-5	4	1
19	COc1ccc(CNCC(O)(c2ccccc2)c2ccc(F)cc2)cc1OC (configuration not stated)	0	-10	-6	-11	3.9	-47	-7	0	3	-5
20	CCOC(=O)C1(Cc2cccc(OC)c2)CCCN(C(=O)c2cc(CC(C)C)[nH]n2)C1 (configuration not stated)	-4	-6	-1	-8	-1.2	-1	3	-9	11	5
21	O=C(c1ccc(-n2nc(C(F)(F)F)c3c2CCCC3)cc1)N1CCOCC1	4	2	0	-5	2.3	0	-7	1	8	-2
22	O=C(C1CCN(S(=O)(=O)c2ccc(Cl)cc2)CC1)N1CCCCCCC1	-6	2	1	-6	0.1	-1	0	0	-1	-3
23	Cc1[nH]c2ccccc2c1CC(=O)Nc1ccc(Nc2cccnc2)c(-c2cc(C(F)(F)F)cc(C(F)(F)F)c2)c1	x	8	7	6	-0.1	3	5	-5	11	-3
24	CCCCNc1nc(CC)c2c(c1C#N)CCCC2	-5	2	-5	0	1.1	3	3	0	2	0
25	CCCCOC(=O)C1=C(C)NC(=O)NC1c1cc2c(cc1Br)OCO2 (configuration not stated)	-4	9	-3	-2	0.1	-6	-1	12	1	-1
26	COc1cc(N(C(C)=O)c2ccc(O)cc2)c2ncccc2c1	13	10	11	11	0.2	0	-3	0	0	-3
27	Cc1c(C(=O)NCc2ccc(F)cc2)c(-c2ccccc2)nn1-c1ccccc1	-1	-7	-4	-3	-2.4	-3	-5	3	-12	1
28	CC1CCCCC1NC(=S)NC(=O)c1cccs1 (configuration not stated)	-16	12	-6	-4	0.4	3	1	5	-2	0
29	Cc1nn2c(NCCCN3CCOCC3)c3c(nc2c1-c1ccccc1)CCC3	1	0	6	-1	-2.2	0	-8	2	6	-3
30	NC(=O)/C=C/C(=O)Nc1ccc(Cl)cc1	3	10	-4	-3	-0.5	3	6	-5	-4	-1

Copied from the list.
Under ARFGAP1 inh, no. 12 has the entry -2
Under PG9 Ab binder, no. 19 has the entry 3.9
Under NPR1 activator, no. 24 has the entry 3

Three compounds from above, sorted by the value under ARFGAP1 inh, smallest number first:
cpd	structure	HTRA1 inh	ASAP1 GAP inh	ABHD4 inh	PG9 Ab binder	NPR1 activator	GC-B act	Rev-erbA mod	ARFGAP1 inh	SMARCA2 act
26	COc1cc(N(C(C)=O)c2ccc(O)cc2)c2ncccc2c1	13	10	11	0.2	0	-3	0	0	-3
25	CCCCOC(=O)C1=C(C)NC(=O)NC1c1cc2c(cc1Br)OCO2 (configuration not stated)	-4	9	-3	0.1	-6	-1	12	1	-1
29	Cc1nn2c(NCCCN3CCOCC3)c3c(nc2c1-c1ccccc1)CCC3	1	0	6	-2.2	0	-8	2	6	-3

Next section
entry	SMILES	HTRA1 inh	ASAP1 GAP inh	ABHD4 inh	rCAG binder	PG9 Ab binder	NPR1 activator	GC-B act	Rev-erbA mod	ARFGAP1 inh	SMARCA2 act
31	C=Cc1cnc([N+](=O)[O-])n1C	2	3	-5	2	-2.9	3	-7	3	7	-3
32	N#CCCN(CCC#N)C(=S)NC1CC2C=CC1C2 (configuration not stated)	8	2	-5	0	1.1	2	0	-4	1	1
33	Cc1ccc2c(c1)-c1c(cnn1CC(=O)O)CO2	11	-5	-6	0	2.5	3	4	-1	-1	-1
34	COC(=O)c1scc(S(C)(=O)=O)c1-n1cccc1	x	14	9	-2	0.2	0	-1	-2	7	-3
35	COc1ccc(C2CC(c3cccs3)=NN2C(=O)CSc2nncs2)cc1OC (configuration not stated)	0	8	-2	-3	-0.9	-5	0	-3	21	-1
36	Cc1ccc(OCC(=O)Oc2ccccc2[N+](=O)[O-])cc1	2	-9	0	-4	-0.5	3	1	-1	7	0
37	O=C(NCC1CCCO1)c1ccc(Oc2ccc([N+](=O)[O-])cc2)cc1 (configuration not stated)	3	4	-3	-6	0.4	4	-1	-2	2	-2
38	OC(c1ccc(F)c(F)c1)c1nc(-c2cccc(C(F)(F)F)c2)cs1 (configuration not stated)	x	8	-22	4	-3.0	-2	-1	-5	9	5
39	Cc1cc(=O)[nH]c(SCC(=O)N2CCC(Cc3ccccc3)CC2)n1	3	7	3	-1	1.9	0	4	4	4	0
40	O=C(/C=C/c1cccc(Br)c1)N1CCN(c2ccccn2)CC1	-11	-3	-5	-6	-2.0	-3	-4	1	-9	0
41	Cc1ccccc1/C=N/n1c(-c2ccccn2)n[nH]c1=S	19	0	11	-4	0.8	0	-12	4	4	1
42	O=C(c1ccc(NS(=O)(=O)c2ccc(F)cc2)cc1)N1CCCCC1	-2	2	3	3	-1.2	-2	1	-1	8	5
43	CCCCC(CC)CNC(=O)C(Cc1ccccc1)NS(=O)(=O)c1ccc2c(c1)CCC(=O)N2 (configuration not stated)	-7	8	-7	-6	-1.5	-1	1	3	3	-4
44	COc1ccc(C(=O)COC(=O)CCn2nnc(-c3cccc(O)c3OC)n2)cc1	-2	-5	-2	-2	0.2	-5	-3	-7	3	-3
45	COc1cc(-c2noc(CCC(=O)NC3CCCCC3)n2)cc(OC)c1OC	0	-9	-5	-4	-0.9	2	-7	0	-7	-1
46	O=C(NCc1ccccc1)c1cnc(Cl)c(Cl)c1	-5	1	-9	1	1.3	3	2	-5	4	-1
47	Cc1ccc(-n2cc(CNC(C)Cn3cncn3)c(-c3ccc(F)cc3)n2)cc1 (configuration not stated)	-1	-1	4	-6	1.9	-4	1	-2	-5	-4
48	COc1ccc(C(C)=O)cc1COc1cccc2c1OC(C)(C)C2	-10	0	3	-3	-1.7	0	0	-1	10	-1
49	Nc1ncnc2c1ncn2[C@@H]1O[C@H](C(=O)NCCc2ccc(F)cc2)[C@@H](O)[C@H]1O	x	-1	-1	2	0.1	1	5	4	6	3
50	Cc1cc(C)c(NC(=O)CNC(=O)c2ccccc2SCC(=O)N2CCCC2)c(C)c1	0	0	3	1	0.4	1	2	-4	-5	1
51	CC(=O)O[C@@H]1CCC[C@@]2(C(=O)Nc3ccccc32)[C@H]1NC(=O)C(C)C	x	x	0	3	x	1	2	3	x	-1
52	CCOC(=O)c1c(S(=O)(=O)NCC(=O)Nc2cc(C)ccc2C)c(C)n(C)c1C	1	-6	-5	-3	-1.0	-2	-1	-3	-1	3
53	O=S(=O)(NC1CCCCCC1)c1cccc2cccnc12	-11	11	-10	-4	2.1	-2	-2	4	-1	-3
54	N#Cc1c2c(c(NCc3ccco3)n3c1nc1ccccc13)CCC2	19	7	1	7	3.4	27	2	7	-9	0
55	CCOC(=O)c1c(NC(=O)C(F)(OC)C(F)(F)F)sc(C(=O)N2CCCCC2)c1C (configuration not stated)	-3	-13	3	-9	2.5	5	8	-2	0	-1
56	Oc1ccc(Cl)cc1N=Nc1ccccc1	-3	3	3	-1	-2.3	1	-1	-1	1	-2
57	Cc1ccc(C2CC(c3cccs3)=NN2C(=O)CSc2nc(=O)n3cc(C)ccc3n2)cc1 (configuration not stated)	-9	5	-1	5	-0.1	2	20	27*	0	0
58	CCOC(=O)CN1CC23C=CC(O2)C(C(=O)NC2CCCCCC2)C3C1=O (configuration not stated)	1	8	4	-1	0.7	3	3	1	-7	-7
59	Cc1cc(C)n(-c2nc(NCC(C)O)c3c4c(sc3n2)COC(C)(C)C4)n1 (configuration not stated)	-2	-9	3	-1	-1.0	-4	-3	9	23	-5
60	O=C(/C=C/c1cccs1)Nc1ccc(N2CCOCC2)c(S(=O)(=O)Nc2ccccc2Cl)c1	-66	8	-60	21	-0.9	1	-6	-9	4	-2
61	COc1ccc2[nH]c(=O)c(CN(C(=O)c3cccnc3)c3ccccc3C)cc2c1	0	-6	-5	-8	1.0	-3	-4	-5	3	3

Screening results as filed in PubChem.

Outcome played no part in choosing rows, and some 4.4% of all compounds hit somewhere here.
